Compound activity: PubChem, The Scripps Research Institute Molecular Screening Center
SRC3 TRFRET art – counter-screen for PPARgamma SRC-3 recruitment agonists: TR-FRET artefact. PPARgamma/SRC-3 format; hits give high values. TR-FRET ratio at 8 µM. hit rate 0.39% among 99,000; in the data active = TR-FRET ratio above about 2000; also: inactives centre near 1600; reference of the scale not given here
SRC1 TRFRET art – TR-FRET artefact, counter-screen to PPARgamma/SRC-1 agonist assay | TR-FRET detection artefact counter-screen, emission ratio; hits give high values | TR-FRET ratio at 8 µM | hit rate 0.34% among 99,000 | AID 1051; in the data active = TR-FRET ratio above about 2300; also: inactives centre near 1800; reference of the scale not given here
Numbers without * were called inactive. Some of the compounds tested. The share of hits here may be higher or lower than overall.

SMILES | SRC3 TRFRET art | SRC1 TRFRET art
Cc1csc(NC(=O)C2CCCCN2S(=O)(=O)c2ccccc2)n1 (centres undefined) | 1451 | 1758
CSc1ccc(CN(C)CC(=O)NC(C)c2ccccc2)cc1 (centres undefined) | 1304 | 1766
O=C(COc1cccc2ccccc12)Nc1cc(S(=O)(=O)N2CCOCC2)ccc1N1CCOCC1 | 1562 | 2088
O=C(N/N=C1\CC2CC=CC12)c1ccc(COc2ccccc2)cc1 (centres undefined) | 1222 | 1745
COc1ccc(/C=N/c2sc3c(c2C#N)CCN(Cc2ccccc2)C3)c(O)c1 | 1582 | 1574
O=C(C1CCCO1)N1CCN(C(=S)NC2CC2)CC1 (centres undefined) | 1741 | 2057
Cc1ccc(C)c(Nc2nc3c(S(=O)(=O)c4ccccc4)nnn3c3ccccc23)c1 | 1701 | 1753
O=C(COC(=O)c1ccccn1)NCc1ccccc1Cl | 1346 | 1460
Cc1c(NC(=S)NC(=O)CCc2ccccc2)c(=O)n(-c2ccccc2)n1C | 1502 | 1823
N/C(=N\OC(=O)c1ccco1)c1cccnc1 | 1445 | 1418
COc1ccc(/C=N/NC(=O)C2c3ccccc3-c3ccccc32)cc1 | 1441 | 1514
O=C(CCN1C(=O)C2C3C=CC(C4CC34)C2C1=O)Oc1ccccc1 (centres undefined) | 1523 | 1973
COc1cc(CC(NC(C)=O)C(=O)NC2CCN(c3c(Cc4ccccc4)c(C)nc4ncnn34)CC2)cc(OC)c1 (centres undefined) | 1741 | 1639
CCCn1c(SCC(=O)NCc2ccc(Cl)cc2)n[nH]c1=O | 1429 | 1586
O=C(CSc1nnc(-c2ccncc2)o1)NCc1ccccc1Cl | 1487 | 1821
Nc1c(Br)cc(Br)c(N2CCCC2=O)c1Br | 1654 | 1753
Nc1ccccc1OCP(=O)(c1ccccc1)c1ccccc1 | 1778 | 1887
O=C(O)c1ccccc1C(=O)c1ccc(Br)s1 | 1796 | 2207
CCOc1cc(CNCc2cccs2)ccc1OCC(=O)NC(C)(C)C | 1496 | 1615
O=C(COC(=O)c1ccc(F)cc1)Nc1cc(S(=O)(=O)N2CCOCC2)ccc1N1CCCC1 | 1762 | 2094
CC1(CCc2ccccc2)NC(=S)N(c2ccc(Cl)cc2)N1 (centres undefined) | 1347 | 1781
COc1ccc2c(CC(=O)NC3CCCc4ccccc43)coc2c1 (centres undefined) | 1553 | 1747
Cc1cccc(CCNC(=O)CCCOc2cc(=O)n(C)c3ccccc23)c1 | 1352 | 1818
Cc1ccc(/C=C(\C#N)c2nn(-c3ccccc3)c(N)c2C#N)cc1 | 1337 | 1776
Cc1cccc(/C(N)=N/OC(=O)c2ccc3c(c2)OCO3)c1 | 1596 | 1597
CCn1ncc(/C=N\NC(=O)COc2cc(C)cc(C)c2)c1C | 1570 | 1665
CC(C)c1ccccc1NC(=O)CCc1nc2ccccc2s1 | 1628 | 1948
Cc1[nH]n(-c2ccccc2)c(=O)c1C(=O)c1ccc([N+](=O)[O-])cc1 | 1537 | 1653
Cc1ccccc1C(=O)NNC(=S)NC(=O)c1ccccc1 | 1578 | 1832
O=C(CSc1nnc(NC(=O)c2ccc3c(c2)OCO3)s1)NCc1ccco1 | 1439 | 2031
C/C(=N\N=C1\NC(=O)C(CC(=O)Nc2ccc(Cl)cc2)S1)c1ccco1 (centres undefined) | 1543 | 1995
Cc1cc(/C=N/Nc2ccc([N+](=O)[O-])cn2)c(C)n1-c1ccc(C(=O)O)cc1 | 1458 | 2031
O=C(COc1ccccc1)NC1CCSC1=O (centres undefined) | 1620 | 1520
Cc1c(Cl)cccc1NC(=O)CCCn1cnc([N+](=O)[O-])n1 | 1642 | 1893
c1cnc2c(C3NCCc4c3[nH]c3ccccc43)cccc2c1 (centres undefined) | 1653 | 1932
O=C(O)c1ccccc1-c1ccccc1C(=O)NCc1cccnc1 | 1495 | 1743
COc1ccc(/C=N/OCC(=O)N=Nc2c(O)[nH]c3ccc(Br)cc23)cc1 | 1740 | 1922
CCCCc1ccc(/C=C2\C(=O)ON=C2c2ccccc2)s1 | 1512 | 1730
O=C(CSc1nc2ccccc2n1S(=O)(=O)c1cccc([N+](=O)[O-])c1)NCCc1ccccc1 | 1715 | 1894
C=CCN1C(=O)OC2(CCCCC2)C1(C)O (centres undefined) | 1573 | 1628
COc1cc(OC)cc(-c2nc3ccccc3c(=O)n2OC(=O)c2ccc(Br)cc2)c1 | 1467 | 1625
CC(=O)Nc1cccc(OCC(=O)/C=C2\N(C)c3ccccc3C2(C)C)c1 | 1426 | 1603
COc1ccc2c(c1)sc(=N)n2CC(=O)Nc1cc(C)cc(C)c1 | 1699 | 1575
COC(=O)c1sccc1NC(=O)Nc1cccc(C(C)=O)c1 | 1441 | 1792
COc1ccc(C(=O)NCCn2ccc3ccccc32)cc1OC | 1657 | 1924
CCOc1ccc(NC(=O)CC)cc1 | 1634 | 1771
Cn1c(SCC(=O)NCC2CCCO2)nnc1-c1cccc(NC(=O)c2ccccc2F)c1 (centres undefined) | 1435 | 2076
CCCN1C(=O)c2ccccc2NC1c1ccc(C)cc1 (centres undefined) | 1385 | 1761
O=C(CCN1C(=O)c2cccc3cccc(c23)C1=O)NCc1cccnc1 | 1345 | 1809
CCOc1ccc(/C=C/C(=O)Nc2ccc3[nH]c(=O)[nH]c3c2)cc1 | 1549 | 1740
CCOC(=O)N1CCC(N(CCN(C)C)C(=S)Nc2ccc(OCC)cc2)CC1 | 1598 | 1806
Cn1cc(C(=O)NCc2cccnc2)c(=O)c2cc(S(=O)(=O)N3CCCCCC3)ccc21 | 1751 | 2007
CC(CCc1ccccc1)NC(=O)COC(=O)CC1CC2CCC1C2 (centres undefined) | 1624 | 1916
O=c1[nH]nc(CNc2ccc(OC(F)(F)F)cc2)c2ccccc12 | 1506 | 1840
COCCNC(=O)/C(C#N)=C/c1c(N2CC(C)OC(C)C2)nc2ccccn2c1=O (centres undefined) | 1650 | 1820
O=C(N/N=C1\SCC(=O)N1CCc1ccccc1)c1cccs1 | 1541 | 1776
COc1ccccc1NC(=O)c1cc(C(=O)Nc2ccccc2OC)cc(N2C(=O)CCC2=O)c1 | 1366 | 1676
Cc1ccccc1OCCCCn1c(CO)nc2ccccc21 | 1387 | 1843
CN1CCN(C(=O)CCN2C(=O)S/C(=C/c3ccc(Cl)cc3)C2=O)CC1 | 1387 | 1749
CC1(C)CC(NC(=O)c2ccccn2)CC(C)(C)N1O | 1551 | 2036
Following part
SMILES | SRC3 TRFRET art | SRC1 TRFRET art
N#Cc1c(-c2ccccc2)nc(SCC(=O)N(c2ccccc2)c2ccccc2)[nH]c1=O | 1494 | 1720
Cc1cc(C)c(C)c(OCCCOc2cccc3cccnc23)c1 | 1432 | 1823
Nc1ccccc1-c1n[nH]c(=S)s1 | 3076* | 3590*
CS(=O)(=O)Nc1cccc(C2=NN(S(=O)(=O)c3ccccc3)C(c3ccco3)C2)c1 (centres undefined) | 1444 | 1954
Cc1cccc(-c2nnc(SCC(=O)Nc3ncccn3)n2C)c1 | 1790 | 1895
COc1ccc(CCNC(=O)/C(=C/c2cccnc2)NC(=O)c2ccccc2)cc1OC | 1652 | 1965
COC(=O)C1CCN(C(=O)COC(=O)CC(NC(N)=O)c2ccc(Cl)cc2)CC1 (centres undefined) | 1547 | 2115
CCC(=O)Oc1ccc(C(=O)Nc2cccc(C(=O)NC(C)(C)C)c2)cc1 | 1695 | 1760
O=C(c1ccc(Cl)cc1)N1CCN(c2ccnc3cc(Cl)ccc23)CC1 | 1551 | 1623
COc1cccc(/C=C/C2=CC(C)(C)NC(=S)N2)c1 | 1576 | 1643
COCCNC(=O)CN(C(=O)CCC(=O)Nc1ccccn1)c1ccccc1F | 1498 | 1643
CCOCCCNC(=O)c1ccc(Cn2c(=O)[nH]c3ccsc3c2=O)cc1 | 1368 | 1580

Part of the list above in order of molar mass, falling.
SMILES | SRC3 TRFRET art | SRC1 TRFRET art
COc1ccccc1NC(=O)c1cc(C(=O)Nc2ccccc2OC)cc(N2C(=O)CCC2=O)c1 | 1366 | 1676
CS(=O)(=O)Nc1cccc(C2=NN(S(=O)(=O)c3ccccc3)C(c3ccco3)C2)c1 (centres undefined) | 1444 | 1954
N#Cc1c(-c2ccccc2)nc(SCC(=O)N(c2ccccc2)c2ccccc2)[nH]c1=O | 1494 | 1720
COc1ccc(CCNC(=O)/C(=C/c2cccnc2)NC(=O)c2ccccc2)cc1OC | 1652 | 1965
COC(=O)C1CCN(C(=O)COC(=O)CC(NC(N)=O)c2ccc(Cl)cc2)CC1 (centres undefined) | 1547 | 2115
COCCNC(=O)CN(C(=O)CCC(=O)Nc1ccccn1)c1ccccc1F | 1498 | 1643
CN1CCN(C(=O)CCN2C(=O)S/C(=C/c3ccc(Cl)cc3)C2=O)CC1 | 1387 | 1749
CCOCCCNC(=O)c1ccc(Cn2c(=O)[nH]c3ccsc3c2=O)cc1 | 1368 | 1580
CCC(=O)Oc1ccc(C(=O)Nc2cccc(C(=O)NC(C)(C)C)c2)cc1 | 1695 | 1760
O=C(N/N=C1\SCC(=O)N1CCc1ccccc1)c1cccs1 | 1541 | 1776
CC(CCc1ccccc1)NC(=O)COC(=O)CC1CC2CCC1C2 (centres undefined) | 1624 | 1916
Cc1cccc(-c2nnc(SCC(=O)Nc3ncccn3)n2C)c1 | 1790 | 1895
O=c1[nH]nc(CNc2ccc(OC(F)(F)F)cc2)c2ccccc12 | 1506 | 1840
Cc1cc(C)c(C)c(OCCCOc2cccc3cccnc23)c1 | 1432 | 1823
CC1(C)CC(NC(=O)c2ccccn2)CC(C)(C)N1O | 1551 | 2036
COc1cccc(/C=C/C2=CC(C)(C)NC(=S)N2)c1 | 1576 | 1643
Nc1ccccc1-c1n[nH]c(=S)s1 | 3076* | 3590*

Next part.
SMILES | SRC3 TRFRET art | SRC1 TRFRET art
Cc1ccccc1NC(=O)OCCN1CCN(Cc2ccccc2)CCC1=O | 1583 | 1975
COc1ccc(C(=O)N/N=C/c2ccc(OC(=O)c3cccs3)cc2)cc1 | 1655 | 1999
CC(CCc1ccccc1)NC(=O)c1cc2sccc2n1C (centres undefined) | 1405 | 1769
O=C(OCC(=O)c1c[nH]c2ccccc12)c1cc(Br)ccc1O | 1567 | 1875
Cc1ccc(C(=O)/C=C\C(=O)c2ccc(C)cc2)cc1 | 1571 | 1866
O=S(=O)(c1ccc(NC(=S)N/N=C/c2ccc(Oc3ccccc3)cc2)cc1)N1CCOCC1 | 1702 | 1774
CCN(CC(=O)NCc1ccc(F)cc1)C(=O)C1CCN(C(=O)Nc2ccccc2)CC1 | 1585 | 1886
Cc1ccc(OCC(=O)N/N=C2/SCC(=O)N2Cc2ccco2)cc1 | 1607 | 1795
Cc1ccc(S(=O)(=O)N(C(=O)c2ccncc2)c2ccc(OC(=O)c3ccncc3)c3ccccc23)cc1 | 1612 | 1767
Nc1cc2sc(-c3ccc(C(=O)O)cc3)nc2cc1Cl | 1631 | 1947
Cc1ccc(C(=O)NN2C(=O)CSC2=S)cc1 | 1752 | 2145
CC(NC(=O)C(=O)NN=C1CCCC1)c1ccccc1 (centres undefined) | 1514 | 1582
COc1ccccc1OCC(=O)NNC(=O)c1ccoc1C | 1673 | 1715
COc1ccccc1/C=C(/CC(=O)NCc1ccc(F)cc1)c1nc2ccccc2s1 | 1594 | 1874
O=C(NN1C(=O)c2ccccc2NC1c1ccccn1)c1ccccc1 (centres undefined) | 1688 | 1964
COCC(=O)Nc1ccccc1Br | 1609 | 1896
CCC(C)(C)NC(=O)c1cc([N+](=O)[O-])ccc1N1CCCCC1 | 1679 | 1888
CCN(CC)S(=O)(=O)c1ccc(N/N=C/c2cc(OC)c(OC)cc2OC)nc1 | 1724 | 2187
O=C(NC1CC1)C1=C[C@H](c2ccc3c(c2)OCO3)C[C@H](OCc2ccc(CO)cc2)O1 | 1590 | 1489
CC12CCC(C(=O)N(CC(=O)O)C1=O)C2(C)C (centres undefined) | 1537 | 1517
Cc1cccc(C)c1NC(=S)N(CCN(C)C)C(C)c1cccnc1 (centres undefined) | 1334 | 1479
CCC1CCCCN1S(=O)(=O)c1ccc(NC(=O)CSc2ncccc2C(=O)O)cc1 (centres undefined) | 1536 | 1572
COc1ccc(OCCNC2CCCC2)cc1 | 1614 | 1785
O=C(NCc1ccco1)C(=O)N1CCCC1 | 1527 | 1523
CC1=CC(=O)C=C(C)C1=NOc1ccc([N+](=O)[O-])cc1 | 1567 | 1452
Cn1c(NC(=O)/C=C/c2ccco2)cc(=O)n(C)c1=O | 1471 | 1612
COc1ccccc1/C=N/NC(=O)C(=O)N1CCN(c2ccccc2OC)CC1 | 1581 | 1722
Cc1cccc2cc(/C=N/NC(=O)CN3CCCCC3)c(Cl)nc12 | 1667 | 1794
O=C1c2ccccc2C(=O)N1CCCOCc1c[nH]c(=O)[nH]c1=O | 1420 | 1802
Oc1ccccc1CNc1ccc(OC(F)(F)F)cc1 | 1646 | 2116
CC1=NNC(=O)C1CC(=O)N/N=C(\C)c1ccco1 (centres undefined) | 1454 | 2343*
O=C(CSc1ncccn1)N/N=C/c1cccc([N+](=O)[O-])c1 | 1686 | 1964
CN(C)c1nc(SCC(=O)Nc2ccccc2)nc(N2CCOCC2)n1 | 1686 | 1877
COc1ccc(N=Cc2c(O)c3ccccc3oc2=O)cc1 | 1581 | 1985
COc1ccccc1NC(=O)COc1ccc(C(=O)OCC(=O)NC(C)(C)C)cc1OC | 1530 | 1670
Cc1c(C(=O)Nc2nnc(SCc3ccccc3Cl)s2)cccc1[N+](=O)[O-] | 1514 | 1745
Cc1ccc(CNc2ccc(S(=O)(=O)N3CCOCC3)cc2[N+](=O)[O-])cc1 | 1700 | 1723
CN(C)/C=C/C(=O)/C=C/c1ccc(Cl)cc1 | 1660 | 2005
O=C(CSc1nc2ccc(NC(=O)CSc3nnnn3-c3ccccc3)cc2s1)Nc1ccccc1 | 1987 | 1981
O=c1[nH]c(/C=C/c2ccc(OC(F)F)cc2)nc2c1cnn2-c1ccccc1 | 1569 | 1695
C/C(CC(=O)NC(C)(C)C)=N\NC(=O)c1ccccc1N | 1460 | 2075
Cc1ccc(S(=O)(=O)NCCCNc2ccc([N+](=O)[O-])cc2)cc1 | 1762 | 1870
